# From PubChem BioAssay
# LYP phosphatase: inhibitors of LYP phosphatase, biochemical, fluorescence intensity, uHTS (AID 1779). recombinant LYP phosphatase, fluorescence intensity; higher % means a stronger effect. inhibition, % at 11.5 µM; hits with a dose series show IC50 in µM. actives 0.054% (n = 290,000); in the data active means inhibition above about 50%;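 further: plate controls were vehicle with enzyme for no effect and no enzyme for full effect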
# * = called active by the depositor. An excerpt (hit frequency here may not be typical).
LYP phosphatase	structure
-5%	Cc1ccc(C(=O)N/C(=C\c2cccc([N+](=O)[O-])c2)C(=O)NC(Cc2ccccc2)C(=O)O)cc1 (configuration not stated)
-11%	NC(=O)C1CCN(C(=O)CCSCc2ccccc2)CC1
-4%	Cc1ccc(SCC(=O)OCC(=O)N(C)CC(=O)Nc2ccccc2Cl)cc1C
-10%	CCCN1CCN(C(=O)c2ccc(CS(=O)c3ccc(F)cc3)o2)CC1 (configuration not stated)
-5%	CCCCOc1ccc(N(CC(=O)NCc2ccco2)C(=O)CCC(=O)Nc2nccs2)cc1
-5%	Cc1nn(C(C)C(=O)NCc2ccc(Cl)cc2)c(=O)c2cc3occc3n12 (configuration not stated)
-6%	Cc1occc1C(=O)N/N=C/c1cccc2ccccc12
-4%	COc1ccc2nc(C)cc(N/N=C/c3cccc(OC)c3O)c2c1
-5%	O=C(NCCc1nccs1)C1CCC(=O)N(CCc2ccc(Cl)cc2)C1 (configuration not stated)
-7%	CCC(CC)COC(=O)C1=C(C)NC(=O)NC1c1cc(OC)ccc1OC (configuration not stated)
-5%	CCOc1ccc(NC(=O)CSc2nnnn2C2CCCC2)cc1
-6%	Cn1c(N)c(Sc2ccc([N+](=O)[O-])cc2)c(=O)n(C)c1=O
-3%	O=C(NC(=S)Nc1ccc(Br)c(Cl)c1)C1CC1
-6%	CCn1ccnc1C(O)(c1ccccc1)c1ccccc1
-7%	CCCCCC(=O)Nc1ccc(-c2nnc3n2CCCCC3)cc1

LYP phosphatase	structure
-9%	Cc1sc2ncn(CC(=O)N3CCCCC3)c(=O)c2c1S(=O)(=O)N1CCC(C)CC1
-3%	Cc1cccc(-c2nnc(SCC(=O)Nc3cc(C)on3)n2C)c1
-6%	CC1CCN(CCCCOc2ccc(C(C)(C)C)cc2)CC1
-5%	CN(C)c1nc(F)c(F)c(S(=O)(=O)c2ccccc2)c1F
-6%	CCCCn1c(N)c(N(CC(C)C)C(=O)c2cc(C)oc2C)c(=O)[nH]c1=O
-3%	Cc1ccc(S(=O)(=O)NCC(=O)N(CC2CCCO2)C(C(=O)NCC2CCCO2)C(C)C)cc1 (configuration not stated)
-6%	CCOC(=O)C(=CNc1nc(-c2ccccc2)c(C(=O)Nc2ccc(-c3ccccc3)cc2)s1)C(=O)OCC
-7%	COc1ccc(NC(=O)c2ccco2)cc1NC(=O)c1ccc(C#N)cc1F
-12%	COc1ccc(-c2cn(Cc3ccc4c(c3)C(=O)c3ccccc3C4=O)nn2)cc1
-10%	COc1cccc(NC(=S)N2c3ccccc3CC2C)c1 (configuration not stated)
-5%	CCOc1ccccc1N1CCN(C(=O)c2c(-c3c(F)cccc3Cl)noc2C)CC1
-2%	CCn1c(SCC(=O)N2CCCCC2C)nc2c1c(=O)n(C)c(=O)n2C (configuration not stated)
-1%	CC(C)c1ccc(NC(=O)c2ccccc2NC(=O)C2CC=CCC2C(=O)O)cc1 (configuration not stated)
-11%	CC1(C)CC(NS(=O)(=O)c2cccc3ccccc23)CC(C)(C)N1
-6%	CC(=O)c1ccc(NC(=O)CCC(=O)N2CC(C)Oc3ccc(C)cc32)cc1 (configuration not stated)

LYP phosphatase	structure
-7%	Cc1ccc(S(=O)(=O)NC2CCCC2)cc1C(N)=O
-2%	COc1ccc(CN2CCC(N3CC(C)OC(C)C3)CC2)c(OC)c1 (configuration not stated)
4%	CCC(=O)N(CCc1ccccc1C)Cc1cc2ccc(C)cc2[nH]c1=O
-9%	Cc1ccc(CNC(=O)Cn2nnc(C(=O)Nc3ccc(Br)cc3)c2N)cc1
-8%	Cc1ccc(C)c(SCC(=O)NNC(=O)c2ccccc2)c1
-6%	CCOn1c(=O)c(-c2ccccc2)[n+]([O-])c2ccccc21
-10%	FC(F)(F)c1cc(NC2CCCCC2)ccn1
-2%	CC(=O)c1cccc(NC(=O)/C(=C/c2ccco2)NC(=O)c2ccco2)c1
-3%	CC(=O)Nc1ccc(/C=N/Nc2nncc3ccccc23)cc1
-7%	O=C(NCCCCc1ccccc1)c1ccccc1F
-5%	CN(C)S(=O)(=O)c1ccc(N/C=C(\[N+](=O)[O-])S(=O)(=O)c2ccccc2)cc1
-9%	Cc1ccc2c(c1)C(=O)OC1(O)C3C4C=CC(C4)C3C(=O)N21 (configuration not stated)
-4%	NC(=O)c1c(NC(=O)c2ccc(F)cc2Cl)sc2c1CCC2
-9%	COc1ccc(CN2CCN(C(=O)c3cccc4ccccc34)CC2)c(OC)c1OC
-2%	CC(CCc1ccccc1)NC(=O)c1ccc(F)cc1 (configuration not stated)

LYP phosphatase	structure
-8%	COCc1nnc(NC(=O)C2CC(=O)N(C3CCCCC3)C2)s1 (configuration not stated)
2%	COc1cccc(/C=C2\SC(N3CCC(C)CC3)=NC2=O)c1OC
0%	COc1cc(OC)cc(C(=O)Nc2ccc(C(=O)NCC3CCCO3)cc2)c1 (configuration not stated)
1%	O=C(Nc1nc2c(s1)CCCC2)c1ccc(N2C(=O)CCC2=O)cc1
-13%	O=C(NC(=O)c1ccccc1)Nc1ccccn1
-8%	Cc1ccccc1CC(=O)Nc1ccc(C(=O)N2CCCC2)cc1
1%	Cc1ccc(NC(=O)CCNS(=O)(=O)c2ccc(Br)s2)cc1
-3%	CCc1ccc(NC(=O)C2CCN(S(=O)(=O)c3cccs3)CC2)cc1
-4%	CCc1nnc(NC(=O)COc2ccc3c(c2)OCO3)s1
-3%	CCOc1ccccc1NC(=O)CNC(=O)CNC(=O)Cc1ccccc1
-5%	CCCC(O)(c1ccc(Cl)cc1)C(CN1CCOCC1)c1ccc(Cl)cc1 (configuration not stated)
-12%	Cc1ccc(NC(=O)N2CCCC2C(=O)Nc2ccc3c(c2)OCCO3)cc1 (configuration not stated)
3%	COCCCNC(=O)CNC(=O)c1nn(-c2ccc(OC)c(Cl)c2)c(=O)c2ccccc12
-9%	CSc1ccccc1OCc1cc(C(=O)N2CCN(C)C(c3ccccc3)C2)no1 (configuration not stated)
-4%	CCN(CC)CCNC(=O)c1cn(CC)c2ccc(S(=O)(=O)N3CCc4ccccc4C3)cc2c1=O

LYP phosphatase	structure
-4%	Cc1ccc(S(=O)(=O)N(C)c2nc3ccccc3n3c(C(C)C)nnc23)cc1
-2%	CC1(C)OCC(C2CC(c3ccccc3)NS(=O)(=O)O2)O1 (configuration not stated)
4%	Cc1ccccc1OCC(=O)NC(=S)Nc1ccccc1N1CCN(S(C)(=O)=O)CC1
-7%	O=C(CSc1nc2sccc2c(=O)[nH]1)N1CCN(c2ccccc2)CC1
-4%	Cc1ccc(N(C(=O)c2csnn2)C(C(=O)NC2CCCC2)c2ccccn2)c(C)c1 (configuration not stated)
-9%	CCCCCCCCCCOC(=O)Cn1c(COc2ccccc2C)[n+](C)c2ccccc21
-4%	COc1ccc(CC(=O)NCC(=O)N/N=C/c2c[nH]c3ccccc23)cc1
-6%	O=S(=O)(c1ccc(-c2cnc(C3CC3)o2)cc1)N1CCN(c2ccccc2)CC1
-8%	CCCc1nc(C)cc(N2CCN(c3ccccc3)CC2)n1
-7%	CC1C/C(=C\c2ccccc2[N+](=O)[O-])c2nc3ccccc3c(C(=O)O)c2C1 (configuration not stated)
-5%	Cc1cccc(NC(=O)Nc2c(C)[nH]c(=O)[nH]c2=O)c1C
-2%	O=[N+]([O-])c1ccc(N/N=C/c2cccc(O)c2)cc1
-7%	Cc1c(/C=N/O)c2ccccn2c1C(=O)c1ccc(F)cc1
-4%	O=C(CNS(=O)(=O)Cc1ccccc1)NCc1ccccc1
-4%	O=C(N/C(=C/c1cccs1)C(=O)N1CCCC1)c1ccccc1

LYP phosphatase	structure
-12%	Cc1c(OCC(=O)NCCCN2CCOCC2)ccc2c1oc(=O)c1ccccc12
-4%	Cc1ccc(-c2ccc(S(=O)(=O)Nc3cccnc3)cc2)cc1
-8%	c1cc(OCCCN2CCCCC2)ccc1CN1CCCCC1
-8%	O=C(COC(=O)c1ccc(N2CCCC2=O)cc1)c1ccc(OC(F)F)cc1
-9%	Cc1c(NC(=O)Nc2ccc(C(C)(C)C)cc2)c(=O)n(-c2ccccc2)n1C
-6%	O=C(Nc1ccc(C(=O)NCCCN2CCN(c3ccc(F)cc3)CC2)cc1)C1=CSCCO1
-4%	COc1ccc(NC(=O)NC2(C(=O)N3CCCC(C)C3)CCCCC2)cc1 (configuration not stated)
-12%	O=C(Nc1ccccn1)C1CCCN(c2ncnc3c2nc2n3CCCCC2)C1 (configuration not stated)
-10%	O=C(Cc1ccsc1)NCC(=O)Nc1ccc(F)c(F)c1
-5%	Cc1ccc2nc(N3CCN(C)CC3)c(C=O)c(=O)n2c1
-6%	Cc1ccc(OCC(=O)NCCCNC(=O)c2cnccn2)cc1C
-5%	Cc1ccc(CS(=O)Cc2ccc(C(=O)N3CCN(c4ccccn4)CC3)o2)cc1 (configuration not stated)
-1%	COc1ccc(-c2cc(C(=O)N/N=C(\C)c3ccco3)c3ccccc3n2)c(OC)c1
-4%	CCC(=O)N(Cc1cc2ccc(C)cc2[nH]c1=O)c1ccccc1OC
-4%	CC1CCN(S(=O)(=O)c2cccc(S(=O)(=O)N3CCCC3)c2)CC1

LYP phosphatase	structure
-12%	COc1ccc(-n2nc(C(=O)NCC(=O)NCCCN3CCOCC3)c3ccccc3c2=O)cc1OC
-7%	O=C(NCCCN1CCCCC1)c1ccc(CS(=O)c2ccc(Cl)cc2)o1 (configuration not stated)
-8%	CN(CC(=O)O/N=C(\N)c1ccc(Br)cc1)S(=O)(=O)c1ccccc1
-3%	O=C(NCCc1ccccc1)/C(=C\c1ccc([N+](=O)[O-])cc1)NC(=O)c1ccco1
-7%	CCC(C)NC(=O)[C@H]1N2C(=O)c3ccccc3C2SC1(C)C (some centres not stated)
-9%	COc1ccc(C(=O)Nc2ccccc2C(=O)NCc2cccnc2)cc1OC
-8%	CC(Oc1ccccc1Cl)C(=O)N(Cc1cccs1)C1CCS(=O)(=O)C1 (configuration not stated)
-6%	CC(NS(=O)(=O)c1ccc(F)cc1)C(=O)Nc1ccc2c(c1)OCCO2 (configuration not stated)
-4%	NS(=O)(=O)c1ccc(CNc2nc(-c3cccnc3)nc3ccccc23)cc1
1%	O=[N+]([O-])c1ccc(O)c(Nc2c([N+](=O)[O-])ccc3nonc23)c1
2%	COc1ccccc1-c1coc2c(CN3CCC(C)CC3)c(O)ccc2c1=O
-9%	O=C(Cc1ccc(Cl)cc1)Nc1ccc(S(=O)(=O)Nc2ncccn2)cc1
-7%	CCC1CCCCN1CCCNC(=O)c1ccc(CS(=O)(=O)Cc2ccc(Cl)cc2)o1 (configuration not stated)
-3%	COc1ccc(C(=O)N2CCCC(Nc3ccc(C)c(C)c3)C2)cc1F (configuration not stated)
-7%	COC(=O)C(C)NC(=O)C1CCCN1C(=O)CNC(=O)OCc1ccccc1 (configuration not stated)

LYP phosphatase	structure
-6%	COc1ccc(NC(=O)CN2CCN(S(=O)(=O)N3CCCCCC3)CC2)cc1
-5%	COc1ccc(Cc2nc3ccc(C(=O)NC(C)c4cnn(C)c4)cc3o2)cc1 (configuration not stated)
1%	CCOc1ccc(NC(=O)Cn2c(=O)oc3cc(Cl)ccc32)cc1
-10%	CCCN1C2CCCC1CC(NC(=O)c1ccc(C(C)(C)C)cc1)C2 (configuration not stated)
-2%	COc1cc(OC)cc(-c2nnc(NC(=O)Cc3ccc(F)cc3)o2)c1
-8%	COc1ccc(N(CC(=O)NCC2CCCO2)S(=O)(=O)c2ccccc2)cc1OC (configuration not stated)
-14%	COc1ccc(N2CCN(C3CCCN(Cc4cccc(OC)c4)C3)CC2)cc1 (configuration not stated)
-5%	O=C(CSc1n[nH]c(-c2ccncc2)n1)Nc1ccc(Br)cc1
-10%	CC(C)[C@H](NC(=O)N1CCn2c1nc1ccccc12)C(=O)NCC1CCCO1 (some centres not stated)
-2%	COc1ccc(C(=O)NCc2cnn(C)c2)cc1OC1CCN(C(C)C)CC1
-1%	Cc1ccccc1OCC(=O)N/N=C/c1cccc2cccnc12
-1%	Cc1ccnc(N/C=C/C(=O)c2ccc(Br)cc2)c1
-10%	COc1ccc(CNS(=O)(=O)NCc2ccccc2F)cc1
-11%	COc1cccc(C2/C(=C(\O)c3ccc4c(c3)OCCO4)C(=O)C(=O)N2CCCN2CCOCC2)c1OC (configuration not stated)
-9%	CCNc1nc(SCC(=O)Nc2ccccc2)nc(N2CCOCC2)n1
-8%	O=C(CN1CCN(c2ccccn2)CC1)Nc1cccc(F)c1
-9%	CCOc1ccc(N(CC(=O)Nc2cc(OC)cc(OC)c2)S(=O)(=O)c2c(C)[nH]c(=O)[nH]c2=O)cc1
-8%	COc1ccc(C2=NN(C(=O)CCC(=O)O)C(c3ccccc3)C2)cc1 (configuration not stated)

# Filtered by structure, those above with a Cl atom
LYP phosphatase	structure
-4%	Cc1ccc(SCC(=O)OCC(=O)N(C)CC(=O)Nc2ccccc2Cl)cc1C
-5%	Cc1nn(C(C)C(=O)NCc2ccc(Cl)cc2)c(=O)c2cc3occc3n12 (configuration not stated)
-5%	O=C(NCCc1nccs1)C1CCC(=O)N(CCc2ccc(Cl)cc2)C1 (configuration not stated)
-3%	O=C(NC(=S)Nc1ccc(Br)c(Cl)c1)C1CC1
-5%	CCOc1ccccc1N1CCN(C(=O)c2c(-c3c(F)cccc3Cl)noc2C)CC1
-4%	NC(=O)c1c(NC(=O)c2ccc(F)cc2Cl)sc2c1CCC2
-5%	CCCC(O)(c1ccc(Cl)cc1)C(CN1CCOCC1)c1ccc(Cl)cc1 (configuration not stated)
3%	COCCCNC(=O)CNC(=O)c1nn(-c2ccc(OC)c(Cl)c2)c(=O)c2ccccc12
-7%	O=C(NCCCN1CCCCC1)c1ccc(CS(=O)c2ccc(Cl)cc2)o1 (configuration not stated)
-8%	CC(Oc1ccccc1Cl)C(=O)N(Cc1cccs1)C1CCS(=O)(=O)C1 (configuration not stated)
-9%	O=C(Cc1ccc(Cl)cc1)Nc1ccc(S(=O)(=O)Nc2ncccn2)cc1
-7%	CCC1CCCCN1CCCNC(=O)c1ccc(CS(=O)(=O)Cc2ccc(Cl)cc2)o1 (configuration not stated)
1%	CCOc1ccc(NC(=O)Cn2c(=O)oc3cc(Cl)ccc32)cc1
